Assay outcomes as filed in PubChem.
AMA1-RON2 inh: inhibitors of Plasmodium falciparum AMA1-RON2 interaction; AID 720542; Potency, µM (titrated, usually from 58.2 µM), inactives show top-dose activity change, negative = inhibition, actives largely listed as inhibitors; AlphaScreen AMA1-biotinylated RON2 peptide binding; actives 0.2% (n = 360,000);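 also: potency is read from the fitted curve at half-maximal effect; 0% = vehicle wells and -100% = peptide control; nearly all actives have a fitted effect of over 45% in size; some results filed as inactive show a strong effect at the top dose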
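AMA1 (3D7) with his tag at 25 nM final met compounds first, then biotinylated RON2 peptide at 25 nM; detection used donor plus acceptor beads, 10 µg/mL apiece, read by AlphaScreen after 30 min at room temperature.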
HCMV antiviral: blocks human cytomegalovirus replication; HFF cells, HCMV-luciferase reporter, 72 h; hits give low values; activity change, negative = inhibition, % at 57.5 µM; actives 4.5% (n = 410,000); in the data active = activity change below about -60%; inconclusive = no clear call, values can overlap the other calls; inactive = above about -39%
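HFF cells seeded 16 h at 37C, treated with compounds, infected with luciferase-reporter HCMV at MOI 1 PFU/cell; luciferase read at 72 h post infection, normalized to buffer-only and Salinomycin controls.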
AmpC inh detg: blocks E. coli AmpC beta-lactamase in detergent assay | AID 485294 | actives 0.041% (n = 370,000) | AmpC hydrolysis of nitrocefin, absorbance 480 nm, 0.01% Triton | Potency, µM (top dose mostly 114 µM), for inactives: top-dose activity change, negative = inhibition, usual class: inhibitors | P00811;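 also: potency is read from the fitted curve at half-maximal effect; 0% = no-compound wells and -100% = no-enzyme wells; nearly all actives have a fitted effect of over 25% in size; some results filed as inactive show a strong effect at the top dose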
Target sequence (P00811 whole entry, looked up): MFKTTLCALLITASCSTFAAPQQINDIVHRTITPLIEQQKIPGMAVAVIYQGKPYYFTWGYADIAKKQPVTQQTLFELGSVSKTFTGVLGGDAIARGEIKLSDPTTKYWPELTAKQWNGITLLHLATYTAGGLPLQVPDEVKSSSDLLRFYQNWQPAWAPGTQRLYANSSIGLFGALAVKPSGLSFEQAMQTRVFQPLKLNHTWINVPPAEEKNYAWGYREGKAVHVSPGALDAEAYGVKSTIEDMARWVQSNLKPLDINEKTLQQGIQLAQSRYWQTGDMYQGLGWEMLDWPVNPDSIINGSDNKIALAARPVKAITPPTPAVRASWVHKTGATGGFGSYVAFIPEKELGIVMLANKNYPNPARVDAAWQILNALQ
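20 mM phosphate pH 7.0 + 0.01% (detergent screen) or 0.0001% Triton X-100; 5.3 nM AmpC reagent; cpd preinc 15 min RT; nitrocefin (800 uM stock) to start; A480 q20 s × 4 min; Activity was normalised to no-enzyme and no-compound control wells.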
AmpC no deterg: blocks E. coli AmpC beta-lactamase in detergent-free assay | AmpC nitrocefin hydrolysis, absorbance 480 nm, 0.0001% Triton | Potency, µM (top dose mostly 57.1 µM), for inactives: at the top dose activity change, negative = inhibition, actives largely listed as inhibitors | actives 0.52% (n = 330,000);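 also: potency is read from the fitted curve at half-maximal effect; plate controls were no compound for no effect and no enzyme for full effect; nearly all actives have a fitted effect of over 20% in size; some results filed as inactive show a strong effect at the top dose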
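20 mM phosphate pH 7.0 + 0.01% (detergent screen) or 0.0001% Triton X-100; 5.3 nM AmpC reagent; cpd preinc 15 min RT; nitrocefin (800 uM stock) to start; A480 q20 s × 4 min; Activity was normalised to no-enzyme and no-compound control wells.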
Sm TGR block: inhibitors of Schistosoma mansoni thioredoxin glutathione reductase | actives 3% (n = 360,000) | purified TGR, DTNB reduction, TNB absorbance 405 nm | Q962Y6 | Potency, µM (series often up to 114 µM), without a hit: at the top dose activity change, negative = inhibition, actives largely listed as inhibitors; also: potency is read from the fitted curve at half-maximal effect; nearly all actives have a fitted effect of over 60% in size
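First, TGR (20 nM dispensed) and NADPH were mixed with compound. Second, a 15 min room-temperature incubation followed. Third, further NADPH and then DTNB were added to start the reaction. Finally, TNB absorbance was monitored kinetically.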
FBPA Giardia inh: Giardia lamblia aldolase inhibition; A8B2U2; purified Giardia FBPA; Potency, µM (doses to about 59.6 µM), for the others: at the highest dose activity, negative = inhibition, actives largely listed as inhibitors; actives 0.71% (n = 290,000); AID 2451; also: potency is read from the fitted curve at half-maximal effect; nearly all actives have a fitted effect of over 55% in size
Target sequence (A8B2U2 whole entry, looked up): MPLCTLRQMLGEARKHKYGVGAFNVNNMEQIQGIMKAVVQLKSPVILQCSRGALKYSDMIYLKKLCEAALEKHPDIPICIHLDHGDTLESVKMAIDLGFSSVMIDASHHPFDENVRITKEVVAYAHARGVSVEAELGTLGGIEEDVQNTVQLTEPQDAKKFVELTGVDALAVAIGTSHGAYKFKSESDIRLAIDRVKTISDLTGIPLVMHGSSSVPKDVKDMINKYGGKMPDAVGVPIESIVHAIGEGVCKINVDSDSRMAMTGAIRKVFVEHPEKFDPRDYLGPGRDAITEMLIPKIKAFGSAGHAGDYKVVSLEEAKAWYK
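Giardia FBPA (40 nM reagent) was preincubated 10 min at RT with compound (up to 57.5 uM final), then substrate plus GAPDH/TPI/NAD/arsenate coupling system with diaphorase/resazurin was added; resorufin fluorescence (525/598 nm) was read after 20 min.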
An asterisk follows results filed as active; ? = inconclusive; · = no result given; [ ] = another dose, or the depositor's remark. Unless noted, calls follow the shape of the dose curve; as a rule, active = well fitted curve in the direction sought with a large enough effect; inconclusive = small, poorly fitted or top-dose-only effect, or another doubt; inactive = no such curve, though single readings can be large; an effect the other way counts as inactive or inconclusive. Unless noted, % is scaled to controls: 0 for no effect and ±100 for the full control effect.

SMILES	AMA1-RON2 inh	HCMV antiviral	AmpC inh detg	AmpC no deterg	Sm TGR block	FBPA Giardia inh
CC(OC(=O)c1ccc(O)cc1)C(=O)Nc1cc(C(F)(F)F)ccc1Cl (stereo not drawn)	-7%	0	3%	-55%	-9%	0%
O=[N+]([O-])c1cccc(C(=Nc2cccc(Cl)c2)NO)c1	-5%	51	2%	-28%	-12%	-15%
COc1cccc(N(C(=O)CNC(=O)c2ccco2)C(C(=O)NC2CCCC2)c2cccnc2)c1 (stereo not drawn)	-6%	-20	-6%	9%	-2%	1%
Cc1ccc(-n2c(CNc3cccc(Cl)c3)n[nH]c2=S)cc1	65%[activator]	11	-3%	-32%	15%	6%
Cc1ccc(SC(C)C(=O)Nc2cccc(N(C)S(C)(=O)=O)c2)cc1 (stereo not drawn)	-11%	-36	-4%	122%[activator]	3%	5%
Cc1ccc(S(=O)(=O)CCC(=O)Nc2nnc(CC(C)C)s2)cc1	2%	31	-11%	4%	0%	·
Clc1ccc(-n2nnnc2CN2CCOCC2)cc1	-2%	37	-1%	-7%	14%	3%
COc1ccc(NC(=O)/C(C#N)=C\c2ccc(-c3cc(C(=O)O)ccc3C)o2)cc1	-4%	-3	-2%	-28%	-20%	-24%
O=C(c1cccc(NS(=O)(=O)c2ccccc2)c1)N1CCCCC1	12%	-10	-1%	27%	3%	·
O=C(Nc1ccccc1)OCc1cc(-c2ccc(Cl)cc2)on1	4%	-20	?	1%	0%	-1%
CCCCc1ccc(S(=O)(=O)NCCc2ccncc2)cc1	-1%	-63*	?	-7%	5%	5%
Cc1cc(C)nc(Nc2n[nH]c(-c3ccccc3Cl)n2)n1	14%	58	-4%	-20%	17%	0%
Cc1ccc(C)c2nc(Cl)c(C3NC(=O)c4ccccc4N3)cc12 (stereo not drawn)	-1%	70	0%	-58%	0%	-12%
CCOC(=O)C1(Cc2cccc(OC)c2)CCN(Cc2ccc3c(c2)OCCO3)CC1	-24%	-8	8%	51%	10%	-8%
COc1ccc(N2CCN(c3nc(Cl)nc(N4CCOCC4)n3)CC2)cc1	-12%	1	-2%	-16%	-2%	2%
Fc1ccc(NC(=S)NC2CC3CCC(C2)N3Cc2ccco2)cc1 (stereo not drawn)	8%	-11	-6%	-31%	·	1%
O=C(NCc1ccc2c(c1)OCO2)c1sccc1Br	-18%	?	2%	-21%	-2%	1%
Cc1ccc(NC(=O)C2CCCN2S(=O)(=O)c2cccc3cccnc23)cc1C (stereo not drawn)	·	-7	2%	·	4%	·
COc1ccc(CCC(=O)NCCNC(=O)CCc2ccc(OC)cc2)cc1	0%	26	-23%	-7%	-12%	5%
COc1ccccc1NS(=O)(=O)c1ccc2oc(SC3CCOC3=O)nc2c1 (stereo not drawn)	3%	·	?	-29%	-18%	-2%

Record cards, from the list above. Order of screens: AMA1-RON2 inh, HCMV antiviral, AmpC inh detg, AmpC no deterg, Sm TGR block, FBPA Giardia inh
Listed for Fc1ccc(NC(=S)NC2CC3CCC(C2)N3Cc2ccco2)cc1 (stereo not drawn) = 8%, -11, -6%, -31%, ·, 1%
Listed for Cc1ccc(C)c2nc(Cl)c(C3NC(=O)c4ccccc4N3)cc12 (stereo not drawn) = -1%, 70, 0%, -58%, 0%, -12%
Listed for COc1ccc(N2CCN(c3nc(Cl)nc(N4CCOCC4)n3)CC2)cc1 = -12%, 1, -2%, -16%, -2%, 2%
Listed for COc1ccccc1NS(=O)(=O)c1ccc2oc(SC3CCOC3=O)nc2c1 (stereo not drawn) = 3%, ·, ?, -29%, -18%, -2%
Listed for CCCCc1ccc(S(=O)(=O)NCCc2ccncc2)cc1 = -1%, -63*, ?, -7%, 5%, 5%

New compounds follow
SMILES	AMA1-RON2 inh	HCMV antiviral	AmpC inh detg	AmpC no deterg	Sm TGR block	FBPA Giardia inh
COC(=O)C(Cc1c[nH]c2ccccc12)NC(=O)COc1cccc(C)c1 (stereo not drawn)	·	35	7%	·	1%	·
CC12CCC(C/C1=N\OC(=O)c1ccc(F)cc1)C2(C)C (stereo not drawn)	-10%	-6	?	-10%	0%	1%
COC(=O)c1scc(C)c1NC(=O)/C=C/C(=O)O	0%	78	-9%	-18%	1.4µM*	-4%
CC1(C)Cc2c(ccc3ccccc23)C(c2cc3ccccc3oc2=O)=N1	-13%	-25	-7%	-5%	11%	3%
Cc1ccc(C)c(CN2C(=O)c3ccccc3S(=O)(=O)c3ccc(C(=O)OCC4CCCO4)cc32)c1 (stereo not drawn)	·	1	0%	·	2%	·
CNC(=S)Nc1cccc(-c2cnc3ccccc3n2)c1	23%	45	?	-30%	11µM*	-11%
O=C(Nc1cccc(S(=O)(=O)N2CCCCC2)c1)c1ccc(N2CCCC2=O)cc1	9%[11.6 µM]	-34	?	-16%	-5%	·
COc1cccc(NC(=O)CSc2nnc(C)s2)c1	1%	-4	-8%	-10%	4%	-4%
O=C(CCN1C(=O)C2C3CCC(C3)C2C1=O)Nc1ccccc1C(F)(F)F (stereo not drawn)	-1%	-9	-1%	-4%	3%	2%
Cc1noc(C)c1S(=O)(=O)N(CC(=O)N1CCc2ccccc21)c1ccc(C(C)C)cc1	-6%	31	-9%	-14%	10%	0%
CC(=O)Nc1ccc(NC(=O)c2oc3cc(C)c(C)cc3c2C)cc1	5%	?	1%	21%	-24%	5%
O=C(NC1CC1)c1sc2ccccc2c1Cl	-13%	69	0%	-13%	6%	·
Cc1noc(C)c1S(=O)(=O)N1CCC(C(=O)N2CCN(c3ccc(F)cc3)CC2)CC1	-10%	·	-12%	69%[activator]	-22%	13%
Cc1ccc2c(c1)c1c(n2CC(O)CNC(C)(C)C)CCCC1 (stereo not drawn)	-28%	9	-15%	33%	-10%	-20%
O=C(COc1ccc([N+](=O)[O-])cc1)NNC(=O)Nc1ccccc1F	88%[activator]	14	-1%	-32%	5%	-6%
Cc1ccc(Cn2c(CN3CCC(C(=O)NCc4cccnc4)CC3)cc3ccccc32)cc1	·	3	10%	·	-10%	·
CN(C)/C=N/c1nccc(-c2cccs2)n1	-3%	-29	-9%	0%	3%	-2%
Cc1cccc(S(=O)(=O)NNC(=O)c2cc(-c3ccc(F)cc3)nc3ccccc23)c1	71%[activator]	-12	-11%	-42%	0%	1%
CC(C)(C)c1csc(NC(=O)c2ccc3nccnc3c2)n1	-8%	28	-5%	1%	0%	-7%
COc1cc(OC)cc(-c2nc3nc(C)c(CCC(=O)NCc4ccco4)c(C)n3n2)c1	-4%	41	1%	0%	-4%	8%
Cc1noc(C)c1C(=O)NC(C)C12CC3CC(CC(C3)C1)C2 (stereo not drawn)	-2%	?	-10%	30%	2%	2%
CCCc1noc(-c2ccc(N3CCCCC3)c([N+](=O)[O-])c2)n1	·	27	25%	·	2%	·
Cc1cccc2c1N1C(=O)c3c(C(=O)O)cccc3C1CC2C (stereo not drawn)	-7%	7	-11%	20%	-14%	27%
CCCCC(=O)Nc1sc(C(=O)N(CC)CC)c(C)c1C(=O)OC	21%	-4	-14%	46%	-2%	0%
C/C(=N\NC(=O)c1ccc(O)cc1)c1cc2ccccc2o1	19%	?	1%	-24%	-17%	-1%
Cc1ccc2ncc(C(=O)Nc3cccc(C(F)(F)F)c3)c(=O)n2c1	·	15	24%	·	5%	·
CCN(CC(=O)Nc1ccccc1C(F)(F)F)C(=O)c1cc2c(s1)CCCCC2	-4%	0	?	37%	0%	·
CC(C)c1ccc(Nc2nnc(SCC(=O)c3nnc(-c4ccccc4)o3)s2)cc1	-7%[2.32 µM]	-1	-8%	25µM*	0%	1%
Cc1cc(C(=O)Nc2nc(C)c(C(=O)N(C)C)s2)ccc1[N+](=O)[O-]	7%	-36	-8%	-26%	-10%	-3%
O=C(CC1(O)C(=O)Nc2ccccc21)c1ccccc1 (stereo not drawn)	-6%	-7	?	-18%	-10%	9%
CCOc1cc(/C=C/c2cccc[n+]2C)ccc1O	4%	42	?	-15%	-5%	6%
N#Cc1c(SCC(=O)Nc2nc3ccc(Br)cc3s2)sc2c(O)cc(=O)[nH]c12	-10%	69	3%	25µM*	-25%	-6%
COc1ccc(S(=O)(=O)CCc2nnc(NC(=O)c3ccc(F)cc3)s2)cc1	9%	51	3%	-17%	3%	-7%
CC(NC(=O)c1ccccc1F)C12CC3CC(CC(C3)C1)C2 (stereo not drawn)	-8%	-2	-11%	-17%	2%	·
COC(=O)[C@]1(C)N[C@H](CN(C)S(=O)(=O)c2ccccc2)[C@@H]2C(=O)N(Cc3ccccc3)C(=O)[C@@H]21	13%	-4	·	73%[activator]	·	·
COc1ccc(C2CC(c3cccs3)=NN2S(C)(=O)=O)cc1 (stereo not drawn)	21%	7	7%	-3%	15%	3%
CCOC(=O)/C=C1\SCC(=O)N1CC(=O)NC(C)c1ccccc1 (stereo not drawn)	-3%	-36	-5%	-22%	-6%	-2%
Cn1nc(C(C)(C)C)cc1NC(=O)Nc1ccc(Cl)cc1	-16%	37	2%	6%	13%	-5%
Cc1ccc(S(=O)(=O)N2CCN(C(=O)C3CC3C)CC2)c(C)c1 (stereo not drawn)	3%	-27	?	-19%	4%	·
COc1ccc(/C=C/C(=O)c2c(C)nc3ccccn23)cc1	-5%	-20	0%	57%	-22%	-1%
NS(=O)(=O)c1ccc(CNC(=O)C2CCCN2C(=O)c2cccs2)cc1 (stereo not drawn)	9%	-9	·	-12%	·	·
COc1ccc(C)cc1NC(=O)c1cn(C)c(=O)c2cc(OC)c(OC)cc12	·	-9	-1%	·	10%	·
Cc1ccc(C2(c3ccccc3)NC(=O)N(CC(=O)NCc3ccco3)C2=O)cc1C (stereo not drawn)	-7%	?	-18%	-18%	-21%	·
N#CCCCSc1nnc(-c2ccccn2)o1	0%	144	?	-13%	0%	-9%
CCCN(CCC)C(=O)Cn1c(=O)n(-c2ccc(Cl)c(Cl)c2)c(=O)c2c(C)c(C(=O)N(C)C)sc21	·	73	-7%	·	0%	·
O=C(c1cc(-c2cccc(Cl)c2)on1)N1CCCC1	5%	14	-12%	34%	-24%	-2%
CC1=CCC(C(=O)O)(C(=O)N/N=C/c2cccs2)C(c2ccc(F)cc2)C1 (stereo not drawn)	16%	-17	0%	-48%	1%	8%
CN(C)CCCN1C(=O)c2cccc3cccc(c23)C1=O	-9%	-64*	3%	-9%	-20%	2%
Cc1cc(C)cc(NC(=O)c2nnn(Cc3cc(C)ccc3C)c2N)c1	-1%	·	?	-10%	-6%	-5%
CCCCC(=O)Nc1ccc(C(=O)OCc2cc(=O)n3ccsc3n2)cc1	·	27	20%	·	5%	·
O=C(COc1ccc(Br)cc1)N1CCc2ccccc21	18%	14	-5%	-13%	-2%	-4%
COc1ccc(N(CC2CO2)S(=O)(=O)c2ccccc2)cc1 (stereo not drawn)	32%[activator]	-62*	-2%	-13%	40µM*	6%
